Screening results as filed in PubChem BioAssay.
12-LOX inh = ALOX12 (human) lipoxygenase inhibition | Potency, µM (top dose mostly 108 µM), inactives show at the top dose activity change, negative = inhibition, most hits filed as inhibitors | AID 1671190 | P18054 | hit rate 1.1% among 580,000 | purified 12hLO, xylenol orange hydroperoxide absorbance; active means well fitted inhibition curve with a large enough effect; inconclusive means small, poorly fitted or top-dose-only effect, or another doubt; inactive means no such curve, though single readings can be large or run the other way
Target sequence (P18054 whole entry, looked up): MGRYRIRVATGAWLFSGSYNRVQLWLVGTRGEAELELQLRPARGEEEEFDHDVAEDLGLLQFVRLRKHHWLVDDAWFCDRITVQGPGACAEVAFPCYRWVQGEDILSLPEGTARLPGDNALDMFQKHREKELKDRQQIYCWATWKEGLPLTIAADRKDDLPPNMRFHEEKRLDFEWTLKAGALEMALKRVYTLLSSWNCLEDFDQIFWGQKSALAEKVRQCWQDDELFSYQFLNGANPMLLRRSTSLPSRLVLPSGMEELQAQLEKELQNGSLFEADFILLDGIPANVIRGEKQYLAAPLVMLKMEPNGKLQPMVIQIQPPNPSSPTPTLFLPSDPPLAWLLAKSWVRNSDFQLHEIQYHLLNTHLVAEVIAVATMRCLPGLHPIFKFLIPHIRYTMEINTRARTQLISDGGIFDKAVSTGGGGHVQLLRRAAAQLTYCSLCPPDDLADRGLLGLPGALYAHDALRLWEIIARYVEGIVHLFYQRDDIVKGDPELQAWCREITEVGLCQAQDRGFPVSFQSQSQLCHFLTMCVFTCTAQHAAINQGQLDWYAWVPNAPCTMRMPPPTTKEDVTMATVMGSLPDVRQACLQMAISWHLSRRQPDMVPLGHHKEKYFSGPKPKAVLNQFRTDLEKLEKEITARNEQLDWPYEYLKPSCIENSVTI
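Purified human 12hLO at 150 nM in 25 mM Hepes, 0.01% Triton X-100, pH 7.0, preincubated 15 min at room temperature with compound. Reaction started with 40 uM arachidonic acid, 30 min at room temperature. Hydroperoxide measured by Fe-xylenol orange, 573/405 nm absorbance ratio.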
An asterisk follows results filed as active; ? = inconclusive; & = joins results of further samples; [ ] = remark or other dose. On the % scale 0 is the no-effect control and ±100 the full control effect; potency means the concentration at half of the fitted maximal effect. A portion of the library, so the mix of outcomes need not match the whole.

12-LOX inh	SMILES
-5.1%	Cc1ccc(S(=O)(=O)Nc2nc3ccccc3nc2Nc2cccc(C(=O)O)c2)c(C)c1
32.2%[activator]	CN(CCO)c1ccc(C(=O)N2CCC(Oc3cccnc3)CC2)cn1
?	O=C(c1n[nH]c2c1CCCCCC2)N1CCc2c(nc3cc(-c4ccccc4)[nH]n3c2=O)C1
25.8%	CC[C@H]1CN(C(=O)Nc2cccc(C(F)(F)F)c2)CC[C@H]1CC(=O)NCc1ccc(OC)cc1
1.4%	COc1ccc(OC)c(C2=NS(=O)(=O)N(C)C(C(=O)N3CCN(C)CC3)=C2)c1
4.4%	CC(C)c1noc(C2CCCN(C(=O)Cc3cccc(F)c3)CCC(=O)NCC2)n1 (stereo not drawn)
7.2%	Cc1cc2c(c(=O)n1Cc1ccccn1)C(c1cc3c(cc1Br)OCO3)C(C#N)=C(N)O2 (stereo not drawn)
-28.4%	CNc1c(NC(=O)NCc2cccc(OC)c2)c(=O)oc2ccccc12
22.3%	COCc1nc2nccc(-c3ccc(OC)cc3)n2n1
-2.0%	c1ccc(-n2cnnc2SCc2nc3ccccc3o2)cc1
13.6%	CCCCN1CC(COCc2ccccc2)Oc2cccc(N3CCCCC3)c2S1(=O)=O (stereo not drawn)
3.6%	Cc1cc(C(=O)Cn2cnc3c2c(=O)n(C)c(=O)n3C)c(C)n1CC1CCCO1 (stereo not drawn)
0.0%[176 µM]	O=C(O)CCC(=O)NC[C@H]1Cn2c(-c3cccc(Cl)c3)cnc2CO1
6.2%[176 µM]	COc1ccc(Nc2cnc3ccc(-c4ccc(OC)c(OC)c4)nn23)cc1OC
8.6%	c1ccc(CN2CCCNC2)cc1
-0.4%	CCC(CC)c1nc(COC(=O)C2=CN(Cc3ccc(OC)cc3)S(=O)(=O)N=C2C)no1
0.8%[176 µM]	Cc1cc(C(=O)N2CCOC[C@H](Oc3ccc(C(F)(F)F)cn3)C2)n(C)n1
?	CCCCCOC(=O)c1c(C)oc2c1cc(NS(=O)(=O)c1cccs1)c1ccccc12
0.9%	C=CCN1CCN(c2nc3c(c(=O)[nH]c(=O)n3C)n2Cc2ccc(Cl)cc2)CC1
17.5%	COCCc1nncn1C1CCN(C(=O)c2cccc(OC(F)(F)F)c2)CC1
30.5%	Cc1cn2nc(C(=O)NCc3ccco3)cc2c(=O)[nH]1
61.0%[activator][176 µM]	Cc1cc(CNC(=O)[C@@H]2CCC[C@@H](NC(=O)C3CCCC3)CN(C)C(=O)C2)no1
31.5%	COc1ccccc1C(=O)N1CCC2(C1)NC(=O)c1ccccc1O2 (stereo not drawn)
27.5%	CC(C)(C)C(=O)N(c1ccc(F)cc1)C1C=CS(=O)(=O)C1 (stereo not drawn)
?	CCCNC(=O)CNC(=O)c1cc2ccc(OC)cc2nc1C

Reprinted at random: 2 records from the list, in no set order.
12-LOX inh	SMILES
3.6%	Cc1cc(C(=O)Cn2cnc3c2c(=O)n(C)c(=O)n3C)c(C)n1CC1CCCO1 (stereo not drawn)
0.0%[176 µM]	O=C(O)CCC(=O)NC[C@H]1Cn2c(-c3cccc(Cl)c3)cnc2CO1

The listing continues.
12-LOX inh	SMILES
73.7%[activator]	COc1cc(C(=O)N2CCCN(S(C)(=O)=O)c3ccccc32)cc(OC)c1OC
28.9%	CCOc1cc(C(=O)NC2CCN(c3cc(-c4ccc(F)cc4)[nH]n3)CC2)cc(OCC)c1OCC
?	COc1ccc(Cl)cc1NC(=O)COc1ccccc1O
7.2%	Cc1cc2nc3n(c(=O)c2n1CC(=O)Nc1ccc(F)c(F)c1)CCC3
3.8%	COc1ccc(/C=C/C(=O)NCc2ccccc2)cc1
-0.6%	COc1ccc(C(C)=O)cc1CN1CCCC1
?	Cc1cccc(NC(=O)c2ccc3c(c2)NC(=O)C2CCCN32)c1 (stereo not drawn)
1.6%	N#Cc1ccccc1OCC(=O)NC12CC3CC(CC(C3)C1)C2
?	CCc1ccccc1S(=O)(=O)Nc1cccn2nc(C(C)C)nc12
26.0%	CC1(C)CN(C(=O)Cn2cc(C(F)(F)F)ccc2=O)C[C@]1(C)O
12.3%	O=C(NC(c1ccccc1)c1ccccc1)c1cccs1
0.3%	COC(=O)CN1C(=O)[C@@H]2C[C@@H](O)CN2C2(CN(Cc3ccc(OC)c4ccccc34)C2)C1=O
-7.1%	CCc1nnsc1C(=O)N(C)CCOc1ccccc1
17.2%	CC(=O)Nc1ccc(N2C(=O)C(=O)/C(=C(/O)c3ccc(Cl)cc3)C2c2ccc(Cl)cc2)cc1 (stereo not drawn)
-6.0%	COc1ccc(-c2nc(CSc3nc(C)c(C)c(=O)[nH]3)c(C)o2)c(OC)c1
-2.7%	CC(=O)Nc1cccc(NC(=O)CC2(Cc3nc4ccccc4s3)CCCC2)c1
2.5%	CCOC(=O)c1cc(NC(C)=O)cc(C(=O)OCC)c1
-50.7%	COc1ccccc1-n1cnnc1SC(C)C(=O)c1ccc2c(c1)CCC2 (stereo not drawn)
16.8%	C=CCN1CCC2(CCC1=O)CN(c1ccc(C#N)cn1)CCN2C (stereo not drawn)
13.8%	CCCN1CCC(N2CCCC(Cc3ccccc3)(C(=O)OCC)C2)CC1 (stereo not drawn)
-28.4%	Cc1cnc(CNc2ncnc3ccc(-c4ccccc4C#N)cc23)cn1
-1.5%	COC1CCOC2(CCN(C(=O)c3cc(C)nn3C)CC2)C1 (stereo not drawn)
-3.1%	O=S(=O)(Nc1nc2ccccc2nc1Nc1ccc(F)c(Cl)c1)c1cccs1
?	CCCCn1c(=O)[nH]c(=O)c2c1nc(CN1CCN(S(=O)(=O)c3ccc(C)cc3)CC1)n2CC
-9.1%	Cc1c(CC(=O)Nc2ccc(C(C)(C)C)cc2)c(=O)oc2cc(O)ccc12

A draw from above in order of number of heavy atoms, smallest number first.
12-LOX inh	SMILES
-0.6%	COc1ccc(C(C)=O)cc1CN1CCCC1
2.5%	CCOC(=O)c1cc(NC(C)=O)cc(C(=O)OCC)c1
-1.5%	COC1CCOC2(CCN(C(=O)c3cc(C)nn3C)CC2)C1 (stereo not drawn)
?	Cc1cccc(NC(=O)c2ccc3c(c2)NC(=O)C2CCCN32)c1 (stereo not drawn)
-6.0%	COc1ccc(-c2nc(CSc3nc(C)c(C)c(=O)[nH]3)c(C)o2)c(OC)c1
-2.7%	CC(=O)Nc1cccc(NC(=O)CC2(Cc3nc4ccccc4s3)CCCC2)c1

The list continues.
12-LOX inh	SMILES
5.0%	CC(Oc1cccc(F)c1)C(=O)NCCc1cccs1 (stereo not drawn)
26.2%	CN(CC(=O)Nc1c(Cl)cccc1Cl)C(=O)CNC(=O)c1cccs1
0.5%&35.4%	CN(C(=O)Cn1cccc1-c1nc(-c2ccc(F)cc2)no1)c1ccccc1
25.4%[176 µM]	CCCc1nnc(C[C@@H]2C[C@@H](C(C)C)[C@H](CN3CCN(CCO)CC3)C=C2C)o1
?	O=C1/C(=C/c2ccccc2Br)Cc2ccccc21
5.9%	CCCc1nc2ccccc2c(C(=O)OCC(=O)NC(C)C(C)C)c1CC (stereo not drawn)
11.8%[6.33 µM]	CC(=O)NC1CC2(CCN(Cc3ccc(O)cc3)CC2)c2ccccc21 (stereo not drawn)
3.3%	O=C(CCn1cncn1)NCC1Cc2cc(-c3ccsc3)cc(Cl)c2O1 (stereo not drawn)
3.6%	O=C(Cn1c(=O)cc(C(=O)N2CCCC2)c2ccccc21)Nc1ccccc1F
-22.1%	CCOc1ccc2c(-c3ccccc3)cc(=O)oc2c1
42.0%	Cc1ccc(CN2CC[C@H](CNC(=O)C3CC3)[C@H](N(C)C)C2)o1
?	COc1cccc(NC(=O)NC[C@H]2O[C@@H](CO)[C@@H](O)[C@H]2N(C)CCN(C)C)c1
10.2%	COC(=O)C1=C(C)N=C2SC=C(CC(=O)NCc3cccc(F)c3)N2C1c1ccccc1Cl (stereo not drawn)
34.8%[activator]	CCc1ccc(C(=O)c2c(N)c(-c3nc4ccccc4[nH]3)c3ccccn23)cc1
28.2µM*	CCCCCn1c(COc2ccccc2Cl)n[nH]c1=S
-56.8%	Cc1nc(NCc2ccc3c(c2)OCO3)c2c3c(sc2n1)CCCC3
0.5%	Cc1cccc(CN2CCCN(c3cccc(C(=O)N4CCN(c5ccccc5)CC4)c3)C2=O)c1
15.6%	CC(C)CN1C(=O)c2cccn2CC1CNC(=O)c1ccc2ccccc2n1 (stereo not drawn)
?	COc1ccc(C(=O)N2CCCC(c3nc(C4CCOCC4)no3)C2)cc1OC (stereo not drawn)
2.4%	CCCS(=O)(=O)N1CCC2(CCCN(Cc3cccc(F)c3F)C2=O)C1 (stereo not drawn)
40.1%[activator]	COCc1noc(CCNC(=O)[C@H]2CCC[C@@H](O)C2)n1
?	COc1ccc(C(=O)N2CCC3(CC2)NC(=O)N(Cc2ccc(Cl)cc2)C3=O)cc1
62.6%[activator]	O=C(c1ccc2c(c1)ncn2CCO)N1CCCn2nc(CO)cc2C1
32.1%	O=C(c1ccc(Cl)nc1)N1CCC2(CC1)CC(Cc1ccccc1)=NO2
36.4%[activator]	O=C(NCc1ccco1)C1COC2(CCN(C(=O)c3ccc(F)cc3)CC2)N1C(=O)c1ccco1 (stereo not drawn)
39.4%[activator]	O=C(O)CCCC(=O)N[C@H]1CO[C@H]2[C@@H]1OC[C@@H]2Nc1nccc(-c2ccc(-c3ccccc3)cc2)n1
37.4%[activator]	CCN(CC)Cc1cnc2c(C(=O)NCCc3cccs3)cnn2c1
?	CCc1cccc2c(C(=O)O)cc(-c3cc(C)ccc3C)nc12
10.1%	Fc1cccc(/C=N/Nc2ccc(C(F)(F)F)cn2)c1
53.9%[activator]	CN(C)C[C@@H]1CN(C2CCOCC2)C[C@H]1NC(=O)C1CC1
-19.1%	CC(C)CC1=NN(C(=O)CSCc2ccccc2Cl)C(O)(C(F)(F)F)C1 (stereo not drawn)
8.4%[6.33 µM]	Cc1ccc(NC(=O)N2CCN(c3nnnn3-c3cccc(C(F)(F)F)c3)CC2)cc1F
2.3%	CCC(=O)NC(=S)Nc1cccc(C(=O)N(CC)CC)c1
?	CCOC(=O)c1c(NC(=O)CSc2ncnc3ccccc23)sc2c1CCCC2
-23.1%	CC1CCC(=NO)CC1 (stereo not drawn)
?	Brc1ccc(CNCCCn2ccnc2)cc1
17.9%	Cc1ccc2oc(=O)n(CCC(=O)N3CCc4c(nc(C)[nH]c4=O)C3)c2c1
-10.4%	COc1cc(C2C(C#N)=C(N)Oc3n[nH]c(-c4ccccc4)c32)cc(OC)c1OC (stereo not drawn)
31.1%[activator]	CN(C)c1cc(NCc2cccnc2-n2cnc3ccccc32)ncn1
?	O=S(=O)(CCNCc1cccc(Cl)c1)Cc1ccccc1
-2.6%	CC(C)NC(=O)C[C@@H]1c2nc(NC(=O)c3ccc(F)cc3)sc2C[C@@H]2[C@](C)(CO)[C@H](O)CC[C@]21C
-1.7%	Cc1ccc(C(=O)N2CC[C@H](N3CCOCC3)[C@H](CCCO)C2)cc1Cl
5.8%	O=C(NCC1Cc2cccc(-c3ccccn3)c2O1)c1cnn2cccnc12 (stereo not drawn)
-8.1%	COc1ccc(C(=O)CCC(=O)OCC(=O)c2ccc3c(c2)OCCO3)cc1
-9.6%	CCCCCCCCN1C(=O)[C@@H](CC(=O)N2CCSCC2)C[C@@]2(C(=O)OC)C1=C[C@H](C1CCCC1)O[C@@H]2C
38.1%[activator]	CCCCCCOC(=O)C1=CN(C)S(=O)(=O)N=C1C
-50.9%	N#CC1(C#N)[C@H](C(N)=O)[C@H]1c1ccccc1
-24.1%	COC(=O)c1ccc(OCc2cc(Br)ccc2OC)cc1
1.9%	O=C(C1CCCC1)N1CCCCCC1c1nc(-c2ccncc2)no1 (stereo not drawn)
?	Fc1ccc(NC(=S)N[C@H]2CO[C@H]3[C@@H]2OC[C@@H]3n2nnnc2-c2ccccc2)cc1

Single values from the list:
For 12-LOX inh, `Cc1ccc(C(=O)N2CC[C@H](N3CCOCC3)[C@H](CCCO)C2)cc1Cl` has -1.7%
For 12-LOX inh, `Cc1cc2nc3n(c(=O)c2n1CC(=O)Nc1ccc(F)c(F)c1)CCC3` has 7.2%
For 12-LOX inh, `Cc1ccc(CN2CC[C@H](CNC(=O)C3CC3)[C@H](N(C)C)C2)o1` has 42.0%

(continued)
12-LOX inh	SMILES
8.8%	O=C(CCCc1nc2ccccc2s1)NC1CCSc2c(F)cccc21 (stereo not drawn)
39.2%	Cc1cc(C(=O)N2CCCC(Cc3noc(-c4cnccn4)n3)C2)nn1C (stereo not drawn)
15.5%	O=C(NCc1ccon1)c1ccc(-c2csc3ccccc23)nc1N1CCC(N2CCCC(CO)C2)CC1 (stereo not drawn)
-70.2%	Cc1ccc(C(=O)N2CCC3(CC2)NC(=O)N(c2cccc(F)c2)N3)s1
-1.1%	CCCc1c(C)nc2ncnn2c1Nc1ccc(CC)cc1
5.1%	O=C(CCCN1C(=O)NC2(CCCC2)C1=O)Nc1cnc2ccccc2c1
-33.7%	O=C(CCCOC(=O)c1c(F)cccc1Cl)c1ccc(Br)cc1
2.5%	CC(C)=CC(=O)N(Cc1ccco1)C1CC1
18.4%[176 µM]	Cc1noc(C)c1-c1cc(-c2cnn(C)c2)cn2cncc12
?	CCOC(=O)C1CCN(C(=O)c2nc3nc(-c4ccco4)cc(C(F)(F)F)n3n2)CC1
44.1%[activator]	COCCN1CC2(CCCN(C(=O)CCc3cccc(F)c3)C2)CCC1=O (stereo not drawn)
9.7%	CC(C)(C)NC(=O)Cn1ccn2nc(-c3ccccc3)c(CO)c2c1=O
